Screens as filed in PubChem BioAssay.
Tb PYK inh: inhibitors of Trypanosoma brucei pyruvate kinase; TbPYK enzyme, Kinase-Glo Plus ATP luminescence, 45 min; Q57TT1; Potency, µM (series often up to 76.8 µM), for the others: at the top dose activity, negative = inhibition, usual class: inhibitors; 410,000 tested, 0.12% active; active = well fitted inhibition curve with a large enough effect; also: nearly all actives have a fitted effect of over 50% in size
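ADP (130 uM final) triggers the TbPYK reaction after compound addition; incubation is 45 min at room temperature. Kinase-Glo Plus is then added and luminescence imaged. Normalized data are fitted to concentration-effect curves.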
The depositor's hits bear a star. % is scaled to controls: 0 for no effect and ±100 for the full control effect; potency is read from the fitted curve at half-maximal effect. A portion of the library. The share of hits here may be higher or lower than overall.

SMILES | Tb PYK inh
COc1ccc(-c2nc3c(Cl)cc(C(F)(F)F)cn3c2Cc2ccsc2)cc1OC | 1%
CCOc1ccc(-c2nc(C(N)=O)c3c(n2)n(-c2ccc4c(c2)OCO4)c(=O)n3CC)cc1 | -1%
COc1ccc(NC(=O)Cn2nnc(-c3ccccc3)c2COc2ccc3ccccc3c2)cn1 | -2%
Cc1ccc(CNC(=O)c2ccc(N3CCCC3)c(NC(=O)Nc3ccc(C)cc3)c2)cc1 | -2%
Cc1cn2c(=O)cc(COc3ccc(NC(=O)c4ccc(C(C)(C)C)cc4)cc3)nc2s1 | 4%
CCOc1ccc2nc(N(Cc3cccnc3)C(C)=O)sc2c1 | -8%
COc1cccc(C2c3c(-c4ccccc4O)n[nH]c3C(=O)N2CCc2ccc(OC)c(OC)c2)c1 (stereo unspecified) | 2%
CCCOc1ccc(Oc2nc(NC)nc(N3CCOCC3)n2)nn1 | -6%
CCOc1ccc(C2CC(=O)N(c3cccc(F)c3)C3=C2C(=O)OC3)cc1 (stereo unspecified) | 6%
COc1cccc(Cn2c(-c3nonc3NC(C)=O)nc3ccccc32)c1 | -7%
O=C(Nc1cccnc1)C1Cc2c(-c3cccc(F)c3)ccnc2O1 (stereo unspecified) | -5%
CCN(CC)S(=O)(=O)c1ccc(NC(=O)CN(c2ccccc2)S(=O)(=O)N(C)C)cc1 | 3%
COCCN1C(=O)COc2ccccc2C1C(=O)NC1CCCCC1 (stereo unspecified) | -3%
CCSc1nc2n(n1)C(c1ccc(CC)cc1)C(C(=O)Nc1ccccc1OC)=C(C)N2 (stereo unspecified) | -6%
Cc1ccc(CNC(=O)c2sc3nc(C)cc(C)c3c2-n2cccc2)cc1 | -6%
O=c1nc2c(-c3ccc(F)cc3Cl)n[nH]n2c2ccccc12 | 2%
COc1ccc(-c2cnc3c(NC=O)cc(-c4ccc(F)cc4)cn23)cc1OC | -6%
Cc1ccc([C@@H]2C[C@H]3[C@@H](CN2S(=O)(=O)c2ccc(C)cc2)C(=O)C[C@@H](c2ccc(Cl)cc2)N3S(=O)(=O)c2ccc(C)cc2)cc1 | -2%
COc1ccc(NC(=O)C2(C)Cc3c(-c4cccc(C(N)=O)c4)ccnc3O2)cc1 (stereo unspecified) | -8%
COc1ccccc1NC(=O)CN1C(=O)c2cccc3cccc1c23 | -5%
O=C(Nc1cccc(Cl)c1)c1cc(-c2ccc3c(c2)OCO3)on1 | 3%
C[C@@H]1CN([C@H](C)CO)C(=O)CCCn2cc(nn2)CO[C@H]1CN(C)C(=O)Cc1ccccc1 | 7%
Cc1cc(Nc2cccc(C(F)(F)F)c2)nc2ccc(NC(=O)c3cccnc3)cc12 | 0%
O=C1c2cccc(-c3ccc(C(F)(F)F)cc3)c2C2CCCCN12 (stereo unspecified) | 1%
Cc1ccc(CNC(=O)c2ccccc2NC(=O)c2nsc3ccccc23)cc1 | 4%

Next records.
SMILES | Tb PYK inh
Cc1nc2nc(SCC(=O)Nc3cccc(Cl)c3)nn2c(C)c1Cc1ccccc1 | -7%
Cc1ccc2c(c1)c1c(c(=O)n(-c3ccccc3)c(=O)n1Cc1ccccc1C)n2C | -7%
C[C@@H]1CN([C@H](C)CO)C(=O)CCCn2nncc2CO[C@@H]1CN(C)C(=O)Nc1ccnc(N2CCOCC2)c1 | 0%
CC1(C(=O)NS(=O)(=O)c2cccs2)CCN1C(=O)c1ccco1 (stereo unspecified) | -7%
CCOc1ccccc1NC(=O)C(NS(=O)(=O)c1cccc2nsnc12)c1ccccc1 (stereo unspecified) | -1%
O=C(C1COc2ccccc2O1)N1CCN(c2nc3ccc(F)cc3s2)CC1 (stereo unspecified) | -3%
Cc1cc(C(=O)NCc2ccccc2C)c2c(C)nn(-c3cccc(F)c3)c2n1 | -8%
CC(C)Nc1ncnc2c1ncn2[C@H]1CN(Cc2ccc(Cl)cc2)C[C@@H](CO)O1 | 1%
CCc1ccccc1Nc1cc(C(=O)NCc2ccc(C)cc2)c2ccccc2n1 | -1%
COc1ccc(N2CCN(C(=O)c3cc4c(-c5ccccc5F)nn(C)c4s3)CC2)cc1 | 1%
CCCCOC(=O)c1c(N)n(-c2ccc(OC)cc2OC)c2nc3ccccc3nc12 | 1%
COc1ccc(C(=O)N/C(=C\c2cn(S(=O)(=O)N(C)C)c3ccccc23)C(=O)N2CCN(C)CC2)cc1OC | 2%
CCNc1ncc2nc(-c3ccccc3)c(=O)n(C3CC3)c2n1 | -1%
Cc1ccc(OCc2cc(=O)n3ccsc3n2)c(NC(=O)c2ccco2)c1 | 2%
COc1cc(-c2nnc(SCC(=O)Oc3ccccc3)o2)cc(OC)c1OC | 0%
COc1ccc(C(CNC(=O)c2ccc(C)cc2)N2CCOCC2)cc1 (stereo unspecified) | 1%
Cc1ccc(CNS(=O)(=O)c2ccc3[nH]c4c(c3c2)CCCC4)cc1 | -8%
CCc1ccc(C2=CC(c3cccc(C)c3)n3c(nc4ccccc43)N2)cc1 (stereo unspecified) | 2%
CC(=O)c1cccc(NCc2ccccc2-c2nnc(-c3ccccc3)o2)c1 | 2%
O=c1c(N2CCc3ccccc3C2)csc2ccc(Br)cc12 | 1%
Cc1ccc(C(=O)c2sc(Nc3ccccc3F)c(S(=O)(=O)c3ccccc3)c2N)c(C)c1 | 3%
O=C(C1=NOC2(C1)C(=O)Nc1ccccc12)N1CCCCC1 (stereo unspecified) | -4%
CC(C)N1CC(C(=O)Nc2ccc(Cl)cc2Cl)CC1=O (stereo unspecified) | -2%
CNc1cncc(-c2cc(C)c(O)c(C)c2)n1 | -9%
COC(=O)c1ccc(C2c3c(oc4ccc(C)cc4c3=O)C(=O)N2Cc2ccc3c(c2)OCO3)cc1 (stereo unspecified) | -6%

Quoted at random: three compounds from above, in no set order.
SMILES | Tb PYK inh
COc1ccc(NC(=O)Cn2nnc(-c3ccccc3)c2COc2ccc3ccccc3c2)cn1 | -2%
CCN(CC)S(=O)(=O)c1ccc(NC(=O)CN(c2ccccc2)S(=O)(=O)N(C)C)cc1 | 3%
CCc1ccc(C2=CC(c3cccc(C)c3)n3c(nc4ccccc43)N2)cc1 (stereo unspecified) | 2%

Arranged by molecular weight (descending): part of the list above.
SMILES | Tb PYK inh
Cc1nc2nc(SCC(=O)Nc3cccc(Cl)c3)nn2c(C)c1Cc1ccccc1 | -7%
CCCCOC(=O)c1c(N)n(-c2ccc(OC)cc2OC)c2nc3ccccc3nc12 | 1%
Cc1cc(C(=O)NCc2ccccc2C)c2c(C)nn(-c3cccc(F)c3)c2n1 | -8%
O=c1c(N2CCc3ccccc3C2)csc2ccc(Br)cc12 | 1%
CC1(C(=O)NS(=O)(=O)c2cccs2)CCN1C(=O)c1ccco1 (stereo unspecified) | -7%

Copied from the list:
In Tb PYK inh, O=c1c(N2CCc3ccccc3C2)csc2ccc(Br)cc12 shows 1%
In Tb PYK inh, COc1ccc(C(CNC(=O)c2ccc(C)cc2)N2CCOCC2)cc1 (stereo unspecified) shows 1%
In Tb PYK inh, COc1cc(-c2nnc(SCC(=O)Oc3ccccc3)o2)cc(OC)c1OC shows 0%

The list continues.
SMILES | Tb PYK inh
COCCNC(=O)C1(C)CCCN(C(=O)c2ccc(C(=O)OC)cc2)C1 (stereo unspecified) | 0%
CCC(=O)N1c2ccccc2CC1C(=O)NCCc1ccccc1OC (stereo unspecified) | 0%
c1ccc(COc2ccc(-c3cc4nc(NCc5ccc6c(c5)OCO6)ccn4n3)cc2)cc1 | 2%
COc1ccc(Cl)cc1NC(=O)CCCN1C(=O)C(c2ccccc2)Oc2cccnc21 (stereo unspecified) | -11%
CCCCCCn1nnc2sc(-c3ccccc3)cc2c1=O | -4%
Cc1ccc(-n2c(=O)c3oc4ccccc4c3n(CC(=O)Nc3ccccc3)c2=O)cc1C | -12%
COC(=O)[C@@]1(Cc2ccc(F)cc2)[C@H]2c3cc(C(=O)N(C)C)n(Cc4ccc(C)c(F)c4F)c3C[C@H]2CN1C(=O)c1ccccc1 | -2%
COc1ccc(CN(C(=O)Nc2cccc(Cl)c2)c2ccccn2)cc1OC | 4%
Cc1ccc(-n2c(=O)[nH]c3ccccc3c2=O)cc1[N+](=O)[O-] | 3%
CCOc1ccc(C(=O)c2cn(CC(=O)Nc3ccc(C)c(C)c3)c3ccc(OCC)cc3c2=O)cc1 | 7%
Cn1c(=O)cc(SCC(=O)NCc2ccc(F)cc2)c2cc(Cl)ccc21 | 6%
CC(C)CCOc1ccc(C(=O)Nc2cc(S(=O)(=O)N3CCOCC3)ccc2N2CCOCC2)cc1 | 2%
COc1cccc(NC(=O)CSc2nnc(-c3cccs3)o2)c1 | -1%
CCOC(=O)c1ccc(NC(=O)c2cnn(-c3ccc(C)cc3C)c2C2CCN(C(=O)OC(C)(C)C)CC2)cc1 | -10%
Cc1cc(C)c(S(=O)(=O)Nc2ccc3oc(C)c(C(=O)OC(C)C)c3c2)cc1C | -5%
Cc1cccc(C)c1-n1nnnc1C(c1ccnc2ccccc12)N1CCN(C(=O)OCc2ccccc2)CC1 (stereo unspecified) | -2%
CCCCn1c(CCNC(=O)c2ccc(F)cc2)nc2ccccc21 | 6%
COc1ccc(OC)c(CNC(=O)NCc2noc3ccc(C)cc23)c1 | 13%
COc1ccc(C(C)(NC(C)=O)c2nc(/C=C/c3ccccc3)cs2)cc1 (stereo unspecified) | 1%
COc1cccc(-c2cn3c(n2)sc2cc(C(=O)NCc4ccccc4F)ccc23)c1 | 5%
O=c1c(-c2ccc(F)c(F)c2)nc2cncnc2n1Cc1ccccc1 | -5%
Cc1nc(SCC(=O)Nc2ccc(C)c(Cl)c2)cc(-c2ccccc2)n1 | 0%
CN(Cc1ccccc1)C(=O)c1csc([C@@H]2O[C@H](CO)[C@H](O)[C@H](O)[C@H]2O)n1 | -4%
COC(=O)N1CCCCC1c1cc(C(=O)Nc2ccc(OC)cc2C)no1 (stereo unspecified) | -1%
O=C(Nc1cc(C(F)(F)F)ccc1N1CCCCC1)C1=COCCO1 | 2%

Some of the entries above in a different format.
| mol | Tb PYK inh |
| --- | --- |
| C[C@@H]1CN([C@H](C)CO)C(=O)CCCn2nncc2CO[C@@H]1CN(C)C(=O)Nc1ccnc(N2CCOCC2)c1 | 0% |
| CC1(C(=O)NS(=O)(=O)c2cccs2)CCN1C(=O)c1ccco1 (stereo unspecified) | -7% |

The listing continues.
SMILES | Tb PYK inh
CCC(CC)c1nn2c(=O)cc(COc3ccc(NC(=O)c4ccc(Cl)cc4)cc3)nc2s1 | 4%
COc1ccc(CCN2CC(=O)NC(=O)C2)cc1OC | 2%
O=S(=O)(Nc1cccc(F)c1)c1ccc2[nH]c3c(c2c1)CCCCC3 | 5%
c1ccc(COc2ncnc3c2ncn3CCCNCC(c2ccccc2)c2ccccc2)cc1 | 2%
COc1ncnc2c1ncn2CCCNCC(C)c1ccccc1 (stereo unspecified) | -2%
COc1ccc(-c2ccc(C(=O)NC(C)C)c3occc23)c(C)c1 | 2%
Cc1ccccc1CN1CCc2nc(N3CCN(c4ccccn4)CC3)ncc2C1 | 2%
CCOC(=O)c1cc(C)n(CC2CCC(C(=O)Nc3ccc(OC)cc3)CC2)c1C (stereo unspecified) | -1%
CCc1nc2ccc(C(=O)N3CCN(S(=O)(=O)CC)CC3)cn2c1N(CC)C(=O)NCCc1ccccc1 | -4%
CCC(CC)C(=O)Nc1cccc(-c2nc3ncccn3c2C)c1 | -3%
CCc1ccc2c(c1)c(=O)c(S(=O)(=O)c1ccccc1)cn2CC(=O)Nc1cc(C)ccc1C | 2%
COc1ccc(C(=O)NCCN2CCC(n3c(=O)[nH]c4ccccc43)CC2)cc1F | 0%
CC12CCCC(=O)C1CCC(=Cc1ccco1)C2=O (stereo unspecified) | -2%
Cc1ccc(S(=O)(=O)NC(=O)C2(C)CCN2C(=O)Cc2cccs2)cc1 (stereo unspecified) | 3%
CCN1CCN(C(CCc2ccccc2)C(=O)NC2CCCCC2)CC1 (stereo unspecified) | 2%
COc1ccc2c(c1)c1c(c(=O)n(Cc3ccccc3)c(=O)n1Cc1cccc(Cl)c1)n2C | 5%
Cc1c(Cl)cccc1NC(=O)Cn1nnc(-c2nc(-c3ccccc3)no2)c1N | 5%
Cc1cccc(NC(=O)CSc2nc3ccccc3nc2N2CCC(C)CC2)c1 | -5%
COc1ccc(S(=O)(=O)NCc2ccc3c(c2)CCN3C(=O)c2ccc(C)cc2)cc1Cl | 3%
C[C@@H]1CN([C@H](C)CO)C(=O)CCCn2nncc2CO[C@H]1CN(C)Cc1ccc2c(c1)OCO2 | 1%
COc1ccc(OC)c(S(=O)(=O)Nc2ccc3c(c2)OCCO3)c1 | -1%
COc1ccc(C)cc1NC(=O)C1CCN(S(=O)(=O)c2ccc3c(c2)CCCN3C(C)=O)CC1 | -10%
C[C@@H]1CN([C@H](C)CO)C(=O)CCCn2nncc2CO[C@H]1CN(C)C(=O)c1ccncc1 | 1%
CCN(CC)C(=O)C1=C(C)N(CCCOC)C(=O)C(CC(=O)NCCCCc2ccccc2)C1 (stereo unspecified) | 6%
COc1ccc2ccc(OC)c(/C=N/NC(=O)c3cc4ccccc4o3)c2c1 | -6%
COc1ccc(S(=O)(=O)c2c(O)c3ccc(C(=O)NCc4ccccc4)cc3[nH]c2=O)cc1 | 3%
CCOc1cc(C(=O)Nc2ccc3c(c2)n(C)c(=O)c(=O)n3C)cc(OCC)c1OCC | 4%
Cc1ccc(C)c(N2CCN(CCCNC(=O)c3nnc(Cc4ccc(F)cc4Cl)o3)CC2)c1 | -8%
CCCCn1c(=N)c(S(=O)(=O)c2ccc(C)cc2)cc2c(=O)n3cc(C)ccc3nc21 | -2%
O=C(CCS(=O)(=O)c1cc(Br)cc2c1N(C(=O)C1CC1)CC2)NCc1ccc(Cl)cc1 | -7%
